Bioassay records from PubChem.
Tb PGK inh: blocks T. brucei phosphoglycerate kinase; P07378; PGK/GAPDH coupled, Kinase-Glo luminescence, 60 min; Potency, µM (doses to about 57.5 µM), without a hit: top-dose activity change, negative = inhibition, usual class: inhibitors; 0.043% of 380,000 active; AID 602233; further: potency means the concentration at half of the fitted maximal effect; on the % scale 0 is the no-effect control and ±100 the full control effect; nearly all actives have a fitted effect of over 60% in size
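Recombinant glycosomal PGK reaction used 1,3-bisphosphoglycerate generated in-well by GAPDH (100nM final) in 100mM TEA pH 7.6, 5mM MgCl2, 0.01% Tween-20. After 60 minutes at room temperature, ATP was read by Kinase-Glo Plus luminescence end-point.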
Pin1 inh: human Pin1 inhibition; Q13526; Pin1 FP peptide displacement, HiFluor488, 10 min; Potency, µM (top dose mostly 115 µM), for the others: at the top dose activity, negative = inhibition, usual class: inhibitors; 0.009% of 390,000 active; active means well fitted inhibition curve with a large enough effect in the polarisation, with a control signal flat, not every such curve was filed as active; inconclusive means small, poorly fitted or top-dose-only effect, or effect the other way, or a change in a side signal; inactive means no such curve, though single readings can be large or run the other way; the % refers to the polarisation; further: potency means the concentration at half of the fitted maximal effect; on the % scale 0 is the no-effect control and ±100 the full control effect
GLS inhibitor: inhibitors of human glutaminase (GLS) | GLS enzymatic activity, qHTS titration | AID 624170 | Potency, µM (series often up to 45.5 µM), inactives show at the top dose activity change, negative = inhibition, actives largely listed as inhibitors | O94925 | 0.21% of 410,000 active; further: potency means the concentration at half of the fitted maximal effect; on the % scale 0 is the no-effect control and ±100 the full control effect
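hKGA in 45 mM KH2PO4 (pH 8.2), 0.02% Tween-20 with compound, then 1mM L-Glutamine (stock as added) plus glutamate oxidase/HRP/Amplex red coupling mix. Fluorescence read initially and after 30 min at RT; signal change reflects glutamate formation.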
IDH1 R132H inh: human IDH1 R132H inhibition. O75874. IDH1-R132H enzyme, NADPH consumption, diaphorase/resazurin fluorescence. Potency, µM (top dose mostly 76.6 µM), inactives show top-dose activity change, negative = inhibition, actives largely listed as inhibitors. 0.093% of 390,000 active; further: potency means the concentration at half of the fitted maximal effect; on the % scale 0 is the no-effect control and ±100 the full control effect; nearly all actives have a fitted effect of over 65% in size
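IDH1-R132H (0.5 ug/mL dispensed) in pH 7.5 Tris buffer was preincubated 30 min with compound, then given a substrate mix of 0.016 mM NADPH and 2 mM alpha-KG for 80 min at room temperature; remaining NADPH was read by diaphorase/resazurin fluorescence.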
PI4K2A inh: PI4K2A (human) kinase inhibition; Q9BTU6; purified PI4K2A, ADP-Glo luminescence, 1 h; stronger effect = lower value; activity change, negative = inhibition, % at 76.9 µM; 0.13% of 420,000 active; AID 1346378; in the data active means activity change below about -50%; inconclusive means mostly about -30% to -49%;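 further: -100% = wells without enzyme as full effect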
Target sequence (Q9BTU6 whole entry, looked up): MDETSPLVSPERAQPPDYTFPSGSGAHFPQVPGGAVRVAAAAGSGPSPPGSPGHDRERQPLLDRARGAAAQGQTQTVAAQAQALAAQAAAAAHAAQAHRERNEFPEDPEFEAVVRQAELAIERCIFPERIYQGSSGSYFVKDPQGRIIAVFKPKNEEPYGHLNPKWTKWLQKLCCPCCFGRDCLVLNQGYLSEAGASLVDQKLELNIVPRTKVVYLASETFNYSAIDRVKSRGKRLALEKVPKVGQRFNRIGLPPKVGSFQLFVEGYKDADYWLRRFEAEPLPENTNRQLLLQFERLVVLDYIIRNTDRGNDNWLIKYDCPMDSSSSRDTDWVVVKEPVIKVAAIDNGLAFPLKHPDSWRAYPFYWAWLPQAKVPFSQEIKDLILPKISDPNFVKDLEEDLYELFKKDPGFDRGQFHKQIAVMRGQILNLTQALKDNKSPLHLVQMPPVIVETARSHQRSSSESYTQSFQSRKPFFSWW
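In this quantitative HTS, ADP production by PI4K2A was quantified luminescently after 1 h at ambient temperature; 100 microM adenosine served as plate-quality control.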
USP1-UAF1 inh: blocks the human USP1/UAF1 deubiquitinase complex | O94782 | recombinant USP1/UAF1, Ub-Rhodamine cleavage fluorescence | Potency, µM (titrated, usually from 57.1 µM), for the others: at the highest dose activity change, negative = inhibition, most hits filed as inhibitors | 0.23% of 390,000 active; further: potency means the concentration at half of the fitted maximal effect; on the % scale 0 is the no-effect control and ±100 the full control effect; nearly all actives have a fitted effect of over 60% in size; inactives centre near -12
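High-throughput fluorogenic screen: 1nM USP1/UAF1 complex, Ub-Rho substrate 150nM final, 50mM HEPES pH 7.8 with 0.5mM EDTA, 0.1 mg/ml BSA, 1mM TCEP and 0.01% Tween-20.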
HP1b chromo inh: HP1-beta chromodomain-methylated histone interaction inhibition; P83916; 0.56% of 390,000 active; Potency, µM (highest dose often 114 µM), inactives show at the highest dose activity change, negative = inhibition, actives largely listed as inhibitors; AID 540317; AlphaScreen HP1-beta / biotin-H3K9me3 peptide binding; further: potency means the concentration at half of the fitted maximal effect; nearly all actives have a fitted effect of over 70% in size; inactives centre near 23
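AlphaScreen: HP1-beta (50 nM) preformed 30 min with biotin-H3(1-18)K9me3 peptide (50 nM) in PBS pH 7.4, 0.01% Tween-20. Compound added for 30 min at RT, then streptavidin donor/nickel chelate acceptor beads (10 ug/mL) for 30 min.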
TrxR1 substrate: is turned over as a substrate by rat TrxR1; O89049; purified TrxR1 substrate turnover, NADPH consumption readout; Potency, µM (series often up to 114 µM), for the others: at the top dose activity change, negative = substrate turnover; 0.01% of 390,000 active; AID 588456; further: potency means the concentration at half of the fitted maximal effect; on the % scale 0 is the no-effect control and ±100 the full control effect; nearly all actives have a fitted effect of over 50% in size
Target sequence (O89049 whole entry, looked up): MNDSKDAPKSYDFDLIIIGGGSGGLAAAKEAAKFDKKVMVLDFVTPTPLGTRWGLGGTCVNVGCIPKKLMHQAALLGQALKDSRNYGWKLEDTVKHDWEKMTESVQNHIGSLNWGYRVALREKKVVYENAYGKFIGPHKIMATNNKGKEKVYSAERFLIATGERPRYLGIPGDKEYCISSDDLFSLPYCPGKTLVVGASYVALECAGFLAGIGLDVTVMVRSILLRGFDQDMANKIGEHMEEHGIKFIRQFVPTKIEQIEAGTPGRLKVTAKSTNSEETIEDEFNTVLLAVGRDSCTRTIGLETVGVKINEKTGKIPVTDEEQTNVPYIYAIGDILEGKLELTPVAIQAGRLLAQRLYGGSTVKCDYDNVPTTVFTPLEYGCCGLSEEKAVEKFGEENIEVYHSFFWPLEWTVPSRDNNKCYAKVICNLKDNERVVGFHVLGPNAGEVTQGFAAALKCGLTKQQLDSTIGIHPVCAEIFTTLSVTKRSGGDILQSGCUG
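Rat TrxR1, dispensed at 90 nM, was prereduced with 400 uM NADPH (final) for 5 min at ~22 deg C, then incubated with compound 15 min before 400 uM selenite. A first-read NADPH fluorescence drop versus no-compound background flagged substrates.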
TrxR1 inh: blocks rat thioredoxin reductase 1; O89049; recombinant rTrxR1, NADPH fluorescence consumption, selenite substrate; Potency, µM (top dose mostly 114 µM), inactives show at the highest dose activity change, negative = inhibition, actives largely listed as inhibitors; 1% of 390,000 active; further: potency means the concentration at half of the fitted maximal effect; on the % scale 0 is the no-effect control and ±100 the full control effect; nearly all actives have a fitted effect of over 65% in size
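Rat TrxR1 (90 nM in the dispensed reagent) was pre-reduced with 400 uM NADPH for 5 min at room temperature, then incubated with compound for 15 min. After 400 uM selenite was added, NADPH fluorescence (Ex 340/Em 450 nm) was followed for 8 min.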
* hit, by the source's call; i = inactive; ? = inconclusive; . = not tested or not shown; & = joins results of further samples; [ ] = remark or other dose. Unless noted, the call rests on the fitted dose curve; in most records, active means well fitted curve in the direction sought with a large enough effect; inconclusive means small, poorly fitted or top-dose-only effect, or another doubt; inactive means no such curve, though single readings can be large; an effect the other way counts as inactive or inconclusive. An excerpt; the hit share may differ from the screen's.

SMILES	Tb PGK inh	Pin1 inh	GLS inhibitor	IDH1 R132H inh	PI4K2A inh	USP1-UAF1 inh	HP1b chromo inh	TrxR1 substrate	TrxR1 inh
CCN(CC)CCNC(=O)c1cn(CCOC)c(=O)c2c1c1ccccc1n2C	-2%&-1%	-3%&-7%	?	-5%&5%	-5&-4	-24%&-14%	26%&26%	45%&57%[activator]	11%&5%
CCCCNC(=O)C1C2C=CC(C2)C1C(=O)O (centres undefined)	1%	2%	8%	3%	1	4%	40%[activator]	-13%	?
COc1ccc(NC(=S)NCc2cccs2)cc1OC	1%	-1%	19%	-3%	1	-14%	39%	2%	?
O=C1CSC(=Nc2ccccc2Cl)N1	-3%	2%	-16%	0%	0	-4%	21%	0%	3%
O=C1Nc2ccccc2C(=O)N2[C@H](c3ccc(F)cc3)[C@@H]3C(=O)N(Cc4ccccc4)C(=O)[C@@H]3[C@H]12	7%	-14%	-1%	-2%	-1	13%	24%	-9%	-2%
Cc1ccc(-n2nnnc2SCC(=O)c2c(N)n(C3CC3)c(=O)[nH]c2=O)c(C)c1	-8%	16%	2%	5%	-5	-22%	26%	2%	12%
CC(C)c1ccc(C2/C(=C(\O)c3ccc4c(c3)OCCO4)C(=O)C(=O)N2CCN2CCOCC2)cc1 (centres undefined)	6%	-1%	6%	-1%	2	-12%	48%[activator]	-10%	-11%
CCOc1cc(NC(=O)c2ccco2)c(OCC)cc1NC(=O)Cc1ccc(OC)c(OC)c1	i	-9%	-11%	9%	5	-4%	4%	64%[activator]	9%
CCOC(=O)COc1nc2c(c(-c3ccco3)c1C#N)CCc1ccccc1-2	-5%	-2%	3%	2%	0	0%	-9%	88%	43%[activator][57.1 µM]
O=C(CN1CCCCC1)NC(=O)NC1CCCC1	i	-5%	13%	6%	-2	-13%	27%	8%[57.1 µM]	17%[57.1 µM]
Cc1cnc(NC(=O)C2CC(=O)N(c3cccc(Cl)c3)C2)s1 (centres undefined)	-8%	2%	-9%	7%	0	-18%	46%[activator]	2%	22%
O=c1cc(Nc2ccc3c(c2)OCO3)[nH]c(=O)n1-c1ccc(Br)cc1	.	-1%	43%[activator]	-3%	-2	0%	16%	8%	15%
CCOc1ccc(Cn2nnc(C(=O)NCCc3ccc(Cl)cc3)c2N)cc1	-6%	0%	-2%	0%	-21	-9%	27%	-1%	30%
CC(=O)c1ccc(OCCCC(=O)Nc2cc(S(=O)(=O)N3CCCCC3)ccc2C)cc1	0%	-1%	-7%	2%	-2	-20%	21%	-4%	12%
c1ccc(CCn2nnnc2C(c2cccnc2)N2CCN(c3ccccc3)CC2)cc1 (centres undefined)	2%	-3%	?	4%	-1	4%	17%	9%[57.1 µM]	-2%
CCOC(=O)C1CCCN(C(=O)c2c(-c3ccccc3Cl)noc2C)C1 (centres undefined)	3%	7%	5%	4%	0	-16%	55%[activator]	11%[57.1 µM]	5%[57.1 µM]
COc1ccc2nc(NC(=O)CSc3nnc4n3C(C)(C)Cc3ccccc3-4)sc2c1	0%	?	.	1%	0	-10%	21%	-10%	-17%
CC1CCN(CCCCOc2ccccc2-c2ccccc2)CC1	-2%	2%	-2%	3%	-4	-2%	?	8%[57.1 µM]	6%[57.1 µM]
O=C(CCNS(=O)(=O)c1cccc2nsnc12)NCc1ccc(F)cc1	-5%	-1%	-2%	8%	5	6%	13%	7%[57.1 µM]	19%[11.4 µM]
CCN(CC)CCn1c(=N)n(CC(O)c2ccc(OC)c(OC)c2)c2ccccc21 (centres undefined)	5%	1%	11%	9%	2	-6%	35%	4%	15%
O=C(Nn1cnc2ccccc2c1=O)C1CCCCC1	i	3%	-12%	2%	-3	?	7%	9%	23%
CCCCCCCNC(=O)C1(CC2CC(c3ccc(Cl)cc3)=NO2)CCN(C(=O)C2CCCC2)CC1 (centres undefined)	5%	2%	-2%	-8%	0	-17%	25%	-2%	18%
COc1ccc(C)cc1NC(=O)n1ncc2cc(Cl)ccc21	-8%	-11%	-11%	11%	3	-23%	40%[activator]	-1%	14%
O=C(CSc1nc2ccccc2nc1Cc1ccccc1)N1CCc2ccccc21	-4%	3%	2%	-3%	-3	?	21%[57 µM]	8%[57.1 µM]	33%[57.1 µM]
COc1ccccc1NC(=O)c1cnc(SC)nc1	1%	-1%	0%	5%	-2	-4%	27%	1%	7%
CCN(CC)C(=O)Cn1cc(C(=O)C(=O)NCc2cccs2)c2ccccc21	-2%	2%	3%	-4%	1	-6%	43%[activator]	-4%[57.1 µM]	-1%[57.1 µM]
CCOC(=O)c1sc(NC(=O)CSc2nnc(C)s2)c(C(=O)OCC)c1C	-3%	23%	-7%	3%	-1	-10%	35%	11%	19%
CCOC(=O)c1c(S(=O)(=O)Nc2cccc(-c3ccno3)c2)c(C)n(C)c1C	4%	12%	14%	-2%	-1	-18%	8%	-1%	23%
COc1ccc(N2CCN(C3CC(=O)N(c4ccc5c(c4)OCCO5)C3=O)CC2)cc1 (centres undefined)	0%	-1%	27%	16%	9	5%	5%	-2%	-1%
COc1ccc(OCC(O)CNC(=O)Nc2ccc(Cl)cc2)cc1 (centres undefined)	i	-1%	1%	1%	2	?	17%	10%[57.1 µM]	12%[57.1 µM]
O=c1ccc(-c2ccc(S(=O)(=O)Nc3ccc(F)cc3)o2)n[nH]1	-3%	-9%	-14%	16%	6	-20%	41%[activator]	0%	-3%
O=C(COC(=O)C1COc2ccccc2O1)Nc1ccc(Cl)cc1 (centres undefined)	-5%	0%	6%	-4%	-1	-17%	58%[activator]	-1%	15%
CCS(=O)(=O)c1nc(S(=O)(=O)c2ccc(C)cc2)c(N2CCCC2)s1	-5%	-6%	1%	15%	-4	-6%	45%[activator]	-8%	18%
c1ccc(CCNCc2ccco2)nc1	7%	-1%	0%	12%	6	-15%	10%	8%[57.1 µM]	13%[57.1 µM]
COc1ccc(C(=O)N/C(=C\c2cn(C)c3ccccc23)C(=O)NCCCn2ccnc2)cc1	-4%	3%	-3%	3%	-2	-5%	19%	-13%	-5%
O=C(N/C(=C\c1ccc2c(c1)OCO2)C(=O)N1CCOCC1)c1cccs1	12%	2%	8%	3%	14	-8%	8%	-2%[57.1 µM]	-20%[57.1 µM]

Continued; it opens with the two that closed the last part.
SMILES	Tb PGK inh	Pin1 inh	GLS inhibitor	IDH1 R132H inh	PI4K2A inh	USP1-UAF1 inh	HP1b chromo inh	TrxR1 substrate	TrxR1 inh
COc1ccc(C(=O)N/C(=C\c2cn(C)c3ccccc23)C(=O)NCCCn2ccnc2)cc1	-4%	3%	-3%	3%	-2	-5%	19%	-13%	-5%
O=C(N/C(=C\c1ccc2c(c1)OCO2)C(=O)N1CCOCC1)c1cccs1	12%	2%	8%	3%	14	-8%	8%	-2%[57.1 µM]	-20%[57.1 µM]
CCN(CC)CCCOC(=O)C1(c2ccccc2)CCCC1	-6%	4%	1%	0%	-1	4%	13%	6%[57.1 µM]	13%[57.1 µM]
COC(=O)C1CCN(S(=O)(=O)Cc2ccccc2Cl)CC1	-8%	1%	-3%	2%	1	2%	31%	4%	33%
COC(=O)c1ccc(-c2nc(CN3CCN(C(=O)c4ccco4)CC3)c(C)o2)cc1	-1%	.	4%	0%	-3	8%	.	.	.
O=C(CSc1nnc(-c2ccc(O)cc2)n1Cc1ccco1)c1ccccc1	-9%	-5%	-4%	11%	-5	-6%	52%[activator]	-2%	?
COc1ccc(C(C)=O)cc1COC(=O)c1cnc(C)cn1	-1%	-4%	-1%	6%	-8	-16%	19%	-2%	17%
CCCCNC(=O)c1onc(CSc2cccc(C)c2)c1C(=O)O	i	-1%	1%	-4%	-1	-17%	10%	8%	32%
O=C(Cc1ccc(S(=O)(=O)N2CCOCC2)s1)Nc1cc(C(F)(F)F)ccc1N1CCCC1	i	9%	9%	-2%	2	-6%	17%	-6%[57.1 µM]	-6%[57.1 µM]
CN(CC(=O)Nc1ccccc1Br)C(=O)CN1CCN(c2ccccc2Cl)CC1	-3%	2%	5%	1%	-3	1%	17%	0%	12%
COc1ccc(NC(=S)Nc2ccc(F)cc2)c(OC)c1	-12%	2%	48%[activator]	-1%	7	2%	-4%	-7%	-17%
Cc1ccccc1C(=O)N(Cc1cccs1)C1CCS(=O)(=O)C1 (centres undefined)	-11%	-6%	-2%	0%	-1	-19%	11%	4%[57.1 µM]	15%[57.1 µM]
O=C(NCc1cccnc1)NC1CCCN1S(=O)(=O)c1ccc(Cl)cc1 (centres undefined)	-2%	-10%	-6%	6%	-4	-11%	23%	1%	-1%
COCCCn1c(=N)c(C(=O)NCc2ccc3c(c2)OCO3)cc2c(=O)n3cccc(C)c3nc21	-2%	11%	3%	4%	-5	-15%	73%[activator]	12%	29%
CCOc1ccc(-c2c(C(=O)N/N=C/c3cccnc3)nnn2-c2nonc2N)cc1	i	-4%	0%	15%	-2	?	16%[57 µM]	-5%	2%
O=C(COC(=O)c1nc(Cl)ccc1Cl)NCc1ccc(Cl)cc1Cl	-5%	-2%	-4%	4%	3	-20%	42%[activator]	-6%	-9%
O=C(O)CCN(Cc1ccccc1)S(=O)(=O)c1ccccc1Cl	-5%	-12%	11%	8%	-1	-16%	12%	8%[57.1 µM]	19%[57.1 µM]
Cc1ccc(Cn2ccc(NC(=O)c3cc(-c4ccccc4)on3)n2)cc1	.	19%	-1%	1%	1	-17%	23%	11%	16%
